Compound activity as filed in PubChem.
Apaf-1 inh: inhibitors of human Apaf-1 apoptosome, primary screen, biochemical, DEVD-Rh110 fluorescence, uHTS | actives 0.71% (n = 330,000) | AID 489030, 2010 | Apoptotic protease-activating factor 1 (Homo sapiens), O14727 | reconstituted apoptosome caspase-3 activity | inhibition, % at 20 µM; active means inhibition of at least 40% at 20 µM;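 further: plate controls were DMSO wells for no effect and DEVD-CHO caspase inhibitor wells for full effect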
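Material: cell-free apoptosome with Apaf-1, procaspase-3 and caspase-9; Buffer or medium: Hepes pH 7.5 with detergent and BSA; Reagent: cytochrome c trigger plus (Z-DEVD)2-Rh110 caspase-3 substrate; Times: compound with Apaf-1, dATP, procaspase-3 30 min, then 50 min reaction, room temperature; Technique: Rh110 fluorescence intensity.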
SENP6 block: SENP6 protease inhibitors, primary screen, biochemical, luminescence, uHTS; Sentrin-specific protease 6 (Homo sapiens), Q9GZR1; Recombinant SENP6 catalytic domain, aminoluciferin luminescence; inhibition, % at 10 µM; actives 1.8% (n = 330,000); AID 2599, 2010;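 active means inhibition above about 50% at the single tested dose, limit read from the data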;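 further: plate controls were DMSO wells with enzyme for no effect and DMSO wells lacking enzyme for full effect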
Target sequence (Q9GZR1 628-1112 limits assumed): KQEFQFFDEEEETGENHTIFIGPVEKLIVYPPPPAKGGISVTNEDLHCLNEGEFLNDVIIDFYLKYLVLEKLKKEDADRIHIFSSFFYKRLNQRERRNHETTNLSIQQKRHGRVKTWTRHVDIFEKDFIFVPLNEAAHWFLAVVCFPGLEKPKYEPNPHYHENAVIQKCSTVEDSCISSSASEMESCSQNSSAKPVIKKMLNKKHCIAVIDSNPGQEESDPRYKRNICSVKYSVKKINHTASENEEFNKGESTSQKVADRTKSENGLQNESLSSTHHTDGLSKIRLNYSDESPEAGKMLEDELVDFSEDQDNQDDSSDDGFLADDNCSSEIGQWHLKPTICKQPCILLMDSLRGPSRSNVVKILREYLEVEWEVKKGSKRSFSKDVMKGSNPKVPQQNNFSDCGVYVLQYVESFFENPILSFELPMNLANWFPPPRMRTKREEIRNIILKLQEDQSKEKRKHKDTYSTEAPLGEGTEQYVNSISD
SENP7 inh: SENP7 protease inhibitors, primary screen, biochemical, luminescence, uHTS. Sentrin-specific protease 7 (Homo sapiens), Q9BQF6. recombinant SENP7, Z-RLRGG-aminoluciferin luminescence, 40 min. inhibition, % at 5 µM. actives 1.5% (n = 330,000). AID 434973, 2010;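 active means inhibition above about 50% at the single test dose, limit read from the data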;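 further: plate controls were DMSO with enzyme for no effect and no enzyme buffer wells for full effect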
SENP8 block-1: human SENP8 protease inhibitors, primary screen, biochemical, fluorescence, Nedd8 protein substrate, uHTS; recombinant SENP8; inhibition, % at 20 µM; AID 602440, 2012; actives 0.64% (n = 360,000); Sentrin-specific protease 8 (Homo sapiens), Q96LD8; in the data active means inhibition mostly above about 40%, no sharp cut-off; inactive means mostly below about 27%
APOBEC3G inh: APOBEC3G DNA deaminase inhibitors, primary screen, biochemical, fluorescence, single-stranded DNA substrate, uHTS. recombinant A3G, ssDNA deamination FAM/TAMRA fluorescence. inhibition, % at 20 µM. actives 0.28% (n = 330,000);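 active means inhibition of at least 40% at 20 µM, with no more than 30% in the related APOBEC3A deaminase screen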;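 further: plate controls were DMSO wells with A3G for no effect and wells lacking A3G enzyme for full effect; some compounds called inactive have numbers as strong as hits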
Target sequence (Q9HC16 whole entry, looked up): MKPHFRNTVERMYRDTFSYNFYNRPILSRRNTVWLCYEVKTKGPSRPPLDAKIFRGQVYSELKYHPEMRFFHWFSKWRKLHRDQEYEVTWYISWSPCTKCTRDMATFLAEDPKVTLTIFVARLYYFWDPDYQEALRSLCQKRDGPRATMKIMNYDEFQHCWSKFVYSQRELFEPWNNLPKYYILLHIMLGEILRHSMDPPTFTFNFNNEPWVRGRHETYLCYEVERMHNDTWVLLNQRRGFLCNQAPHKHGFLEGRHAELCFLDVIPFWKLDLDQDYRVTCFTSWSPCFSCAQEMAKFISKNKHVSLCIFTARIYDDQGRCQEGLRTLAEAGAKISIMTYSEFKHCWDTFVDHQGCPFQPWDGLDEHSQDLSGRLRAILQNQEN
SENP1 inh: human SENP1 catalytic domain inhibitors, primary screen, biochemical, FRET, uHTS; Sentrin-specific protease 1 (Homo sapiens), Q9P0U3; recombinant SENP1 catalytic domain, CyPet-SUMO1-YPet FRET cleavage; inhibition, % at 10 µM; actives 0.21% (n = 360,000);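 active means inhibition at least 30% at 10 µM, raw YFP signal under a set limit, fluorescence ratio 0.5 to 1.5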;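 further: 0% = enzyme with DMSO and 100% = no enzyme wells; some results filed as inactive read as strong as hits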
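Test system: hSENP1 catalytic domain, recombinant; Amount: 20 pM final SENP1 enzyme; Medium: Tris pH 8 buffer plus EDTA, NaCl, BME, BSA, NP40, catalase; Schedule: 50 min enzyme reaction, room temperature, light-protected; Technique: FRET fluorescence in CFP and YFP emission channels; Controls: no-enzyme wells low, DMSO-plus-enzyme wells high control.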
UBC13 inh: UBC13 polyubiquitin chain formation inhibitors, primary screen, biochemical, TR-FRET, uHTS. actives 0.47% (n = 330,000). inhibition, % at 20 µM. AID 485273, 2010. Ubiquitin-conjugating enzyme E2 N (Homo sapiens), P61088; in the data active means inhibition above about 45%, passing the limit was not always enough; inconclusive means no clear call, values can overlap the other calls
Target sequence (P61088 whole entry, looked up): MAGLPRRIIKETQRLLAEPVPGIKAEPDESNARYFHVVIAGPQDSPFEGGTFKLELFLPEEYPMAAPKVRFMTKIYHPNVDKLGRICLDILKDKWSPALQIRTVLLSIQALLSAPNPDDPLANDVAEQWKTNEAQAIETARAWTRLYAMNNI
SENP8 block-2: SENP8 protease inhibitors, primary screen, biochemical, luminescence | Sentrin-specific protease 8 (Homo sapiens), Q96LD8 | purified SENP8, Z-RLRGG-aminoluciferin cleavage | inhibition, % at 10 µM | actives 1.2% (n = 330,000) | AID 2540, 2010; in the data active means inhibition above about 50%
Numbers without * were called inactive; ? = inconclusive; · = not tested or not shown.

SMILES	Apaf-1 inh	SENP6 block	SENP7 inh	SENP8 block-1	APOBEC3G inh	SENP1 inh	UBC13 inh	SENP8 block-2
COC(=O)c1cccc(NC(=O)c2ccco2)c1	-3	11	7	30	-5	1	3	-8
Cc1ccnc(NC(=O)CCC(=O)N(CC(=O)NC(C)(C)C)C2CCCC2)c1	-14	-15	-8	11	-9	-1	5	-4
COc1cccc(CN(C)C(=O)c2cc(S(=O)(=O)NC3CCCCC3)ccc2C)c1OC	2	8	-1	-2	-5	-1	9	-6
Clc1cccc(Cl)c1CNC1CCCC1	-48	-23	-7	8	-2	0	-2	1
O=C(NCc1n[nH]c(=S)n1-c1cccc(Cl)c1)c1cccs1	0	1	3	22	14	-1	7	3
O=c1c2c(ncn2C2CCCC2)n(Cc2ccccc2)c(=O)n1CCOc1ccc(Br)cc1	24	10	7	5	-1	1	-1	0
O=C(Nc1cccc([N+](=O)[O-])c1)NC1CCCCCCC1	4	8	2	15	-6	1	0	1
COc1ccc(-c2cc(C(F)(F)F)c3c(=O)n(-c4ccccc4)[nH]c3n2)cc1	5	46	4	41*	-3	3	-27	23
COc1cc(NC(=O)CN2C(=O)C(=O)N(CC(C)C)C2=O)cc(OC)c1	1	-11	13	8	-7	-1	-1	-7
S=c1[nH]nc(-c2ccccn2)n1/N=C/c1c(Cl)cccc1Cl	-2	-4	2	-24	71*	1	-16	-9
c1ccc(-c2nnc(OCCN3CCOCC3)c3ccccc23)cc1	5	-3	11	12	2	-2	1	3
CCOC(=O)N1CCN(C(=O)c2ccc(NC(=O)c3ccc(C)cc3)cc2)CC1	7	-11	-1	12	-3	0	6	-2
O=C(Nc1cccnc1)c1ccc(Cl)c(Cl)c1	9	16	-7	9	-1	0	-8	11
COc1cccc(NC(=O)CN(C)C(C)C(=O)N2CCCCC2)c1 (stereo unspecified)	-11	-7	-2	-1	-8	-1	16	5
C/C(CC(=O)Nc1ccc2c(c1)OCCO2)=N\NC(=O)c1cccc(O)c1	2	0	4	12	-3	0	0	2
COc1cc(F)c(C2=CC(=O)C[C@H](c3ccc(Cl)cc3)C2)cc1F	25	-32	-12	10	-9	-1	2	-19
O=C(Nc1ccc2nc(-c3cccs3)c(-c3cccs3)nc2c1)NC1CC1	-8	18	12	-296	-10	-24	29	8
COc1ccc(-c2cn(CCO)nc2-c2ccc(OC)cc2)cc1	7	5	-5	8	-7	0	-2	-12
c1coc(CNC2CCCCCCC2)c1	-12	5	2	13	-3	-1	5	-6
Cc1ccc2c(=O)cc(C(=O)NC3CCS(=O)(=O)C3)oc2c1C (stereo unspecified)	-9	-5	-5	-3	-7	2	6	3
CC1=CC(c2ccc(Cl)cc2)n2nc(N3C(=O)CCC3=O)nc2N1 (stereo unspecified)	-6	-16	-1	-381	1	-158	18	9
Cc1cccc(C(=O)OC(C)C(=O)NC(=O)NC2CCCCC2)c1O (stereo unspecified)	15	-8	-7	-13	-6	1	-4	-6
CC(=O)Nc1ccc(C2=CC(=O)C[C@H](c3ccc(Cl)cc3)C2)cc1	13	5	4	-142	-7	0	8	-3
CCN(C(=O)c1cccs1)c1nc(-c2ccc(OC)cc2)cs1	7	7	-7	8	-4	-1	4	2
COc1ccc(C2=NN(CN3C(=O)C(=O)c4ccccc43)C(c3cccc([N+](=O)[O-])c3)C2)cc1 (stereo unspecified)	8	-11	7	5	4	1	-19	-6
O=C(COc1ccccc1Cl)N1CCCC1	-2	-2	1	15	1	-1	4	-3
CCn1c(P(C)(=O)O)nc2cc(NC(=O)c3ccccc3Cl)ccc21	6	-1	3	5	13	3	0	2
CCOC(=O)c1cccc(NC(=O)Cn2c(CC(=O)NC)nc3ccccc32)c1	-10	-8	3	-53	-6	-22	16	-14
CCCCC(CC)CNC(=O)C(=O)C1C(=O)Nc2ccccc21 (stereo unspecified)	1	-18	7	11	-16	-2	-3	-1
CCOc1ccc(-c2nnc(NC(=O)c3ccc(OCC(C)C)c(OC)c3)o2)cc1	20	-12	-1	0	-3	0	-27	-1
CN(C)CC(O)COc1ccc(C(C)(C)c2ccc(OCC(O)CN(C)C)cc2)cc1 (stereo unspecified)	0	5	-7	30	0	1	59*	0
O=C(NC(=S)Nc1c(Cl)ccc2nsnc12)c1ccccc1F	1	-4	-14	10	-1	4	-12	-1
Cc1cccc(C(=O)O)c1NC(=O)Cc1cccc2ccccc12	-5	1	-3	25	-4	-1	4	0
CCOc1cccc(N(C(=O)Cc2cccs2)C(C(=O)NC2CCCCC2)c2cccn2C)c1 (stereo unspecified)	11	-11	0	10	-3	0	0	6
COC(=O)CN1C(=O)[C@H]2[C@@H](c3ccc(C)o3)N3C(=O)CN(CC4CC4)C(=O)[C@@]3(Cc3ccccc3)[C@H]2C1=O	5	2	0	11	-5	2	1	0
O=C(NCc1ccco1)c1ccc2nccnc2c1	-16	-8	-3	6	-6	-3	4	-4

Reformatted: 5 of the compounds above
Molecule,Apaf-1 inh,SENP6 block,SENP7 inh,SENP8 block-1,APOBEC3G inh,SENP1 inh,UBC13 inh,SENP8 block-2
CCOC(=O)N1CCN(C(=O)c2ccc(NC(=O)c3ccc(C)cc3)cc2)CC1,7,-11,-1,12,-3,0,6,-2
O=C(Nc1cccnc1)c1ccc(Cl)c(Cl)c1,9,16,-7,9,-1,0,-8,11
COc1cccc(NC(=O)CN(C)C(C)C(=O)N2CCCCC2)c1 (stereo unspecified),-11,-7,-2,-1,-8,-1,16,5
C/C(CC(=O)Nc1ccc2c(c1)OCCO2)=N\NC(=O)c1cccc(O)c1,2,0,4,12,-3,0,0,2
COc1cc(F)c(C2=CC(=O)C[C@H](c3ccc(Cl)cc3)C2)cc1F,25,-32,-12,10,-9,-1,2,-19

Other records
SMILES	Apaf-1 inh	SENP6 block	SENP7 inh	SENP8 block-1	APOBEC3G inh	SENP1 inh	UBC13 inh	SENP8 block-2
Cc1ccc(NC(=O)COc2ncnc3cc([N+](=O)[O-])ccc23)cc1S(=O)(=O)N1CCOCC1	-3	-24	-2	4	-4	-17	-3	-6
CC[n+]1c(S(=O)(=O)[O-])ccc2ccc(C)cc21	-10	-2	5	-19	-7	0	0	2
OCCNc1nc(N2CCCCC2)nc2ccccc12	-1	-3	8	-305	-3	1	7	-1
COc1ccc(CNC(=O)CCSCc2cccc(F)c2)cc1	5	0	-7	8	-4	4	-6	-5
Nc1c(C(=O)NCc2ccccc2)sc2nc(N3CCOCC3)c3c(c12)CCCC3	20	37	9	-337	15	-30	?	2
CC/C(=C1/C(=O)CC(C)(C)C(C(=O)OC)C1=O)N1CCCC1 (stereo unspecified)	2	-24	-1	25	-5	0	0	2
O=C(N=Nc1c(O)[nH]c2ccccc12)c1ccco1	6	60*	62*	20	0	2	-35	24
CCOC(=O)COC(=O)c1ccc(Oc2cc(C)nc(SC)n2)cc1	6	18	-2	13	-3	0	11	2
CCc1ccc(-c2nc(SCC(=O)NC3CCCC3)n[nH]2)cc1	-2	12	-15	-3	-7	0	3	-13
COC(=O)Nc1ccc2c(c1)N(C(=O)CCN1CCOCC1)c1ccccc1S2	-1	-14	-9	11	-4	4	1	-10
COc1ccc2[nH]c3c(c2c1)CCN1C(=O)C(CC(=O)NCc2ccc(OC)c(OC)c2)C[C@H](C(=O)N2CCOCC2)[C@@]31C (stereo partly specified)	11	·	11	-3	0	3	·	·
OCC1(CCc2ccccc2)CCCN(C/C=C/c2ccccc2)C1 (stereo unspecified)	15	-6	7	4	-5	-3	11	0
CCOC(=O)C(C(=O)OCC)N(C#N)c1nc(C)cc(C)n1	-34	-16	-7	12	-2	0	-3	-2
CC(C)(C)c1ccc(Oc2ccc(NC(=O)c3ccco3)cn2)cc1	5	-28	0	9	-5	-2	5	4
COc1ccc(CCNC(=O)C2CC(c3ccccc3F)=NO2)cc1 (stereo unspecified)	3	4	6	8	16	2	7	-13
CCOC(=O)c1[nH]c(C)c(/C(O)=C2\C(=O)C(=O)N(CCCN3CCOCC3)C2c2cccs2)c1C (stereo unspecified)	-9	19	2	24	3	0	-6	6
CCCCn1c(N)c(N(C)C(=O)c2ccccc2Oc2ccccc2)c(=O)[nH]c1=O	1	-8	9	12	0	-2	-3	2
O=S(=O)(NC1CCCCC1NS(=O)(=O)c1ccc(F)cc1)c1ccc(F)cc1 (stereo unspecified)	-3	-9	-3	2	0	2	7	6
CC(=NC(C)C)C1=C(O)C(C)OC1=O (stereo unspecified)	-11	-5	3	3	-1	2	3	4
Cn1ccc(NC(=O)c2ccc([N+](=O)[O-])cc2)n1	-4	-2	10	11	-1	1	1	4
Cc1ccc(OCC(=O)NNC(=O)CSc2nnc(-c3ccc(C)cc3)n2C)cc1	6	-9	-10	16	-7	1	-4	-11
CCNC(=O)Cc1ccc(Br)cc1	-11	-4	2	7	-1	0	1	1
COc1ccc(OC)c2[nH]c(=O)c(CCNS(=O)(=O)c3ccc(F)cc3)cc12	13	-2	4	-162	-6	-1	2	6
COc1ccc(S(=O)(=O)N2CCCCCC2)cc1	-5	-2	0	3	-5	2	9	-1
Cn1ncc(Br)c1C(=O)NC1CCCCCC1	-3	-5	-15	10	-8	-1	8	-4
CCOC(=O)C1=C(C)N=C2SC(C)C(=O)N2C1c1ccc(OC(C)=O)c(OCC)c1 (stereo unspecified)	7	0	-5	·	-5	·	-5	-4
CCOC(=O)c1[nH]c(=O)[nH]c1CNc1ccccc1C#N	0	6	0	-210	-9	0	2	-1
Cc1ccc(C(=O)CSc2cnc3ccccc3n2)cc1C	14	-9	4	9	1	2	13	-4
OC1CCN(Cc2nc(Cc3ccccc3Cl)no2)CC1	-10	3	-2	17	-4	0	-2	-4
CC(=O)c1ccc(OCc2ncc(C(F)(F)F)cc2Cl)cc1	-7	-4	7	25	3	4	-1	-4
COc1cccc2c1c(NC(=O)c1cc(C)on1)nn2C	-16	-15	-2	11	-2	3	0	-3
NC(=O)CC(NC(=O)c1ccccc1)c1ccc(NC2CCCCC2)c([N+](=O)[O-])c1 (stereo unspecified)	23	-16	9	43*	0	5	-92	-10
O=c1nc(Nc2cccc(Cl)c2)oc2cc(Cl)oc(=O)c12	2	95*	-6	-17	-4	-140	-4	95*
CCCN(CC(=O)Nc1cc(Cl)cc(Cl)c1)CC(=O)Nc1ccc(F)c(F)c1F	21	-11	-4	18	0	1	17	-17
CCN(C[C@H]1N[C@@](Cc2ccccc2)(C(=O)OC)[C@H]2C(=O)N(C)C(=O)[C@@H]12)C(=O)Nc1ccc(C(F)(F)F)cc1	6	-9	3	9	-9	2	18	3
COc1ccc(S(=O)(=O)Nc2ccc(CC#N)cc2)cc1	2	-1	6	18	-5	1	-14	5
CCOC(=O)CSc1c(-c2cccs2)[nH]c2ccccc12	24	11	2	-28	5	-7	-2	-1
c1ccc2c(c1)ncn2CCN1CCCCC1	3	3	-1	14	1	2	-4	-3
CC1CCCCC1NC(=O)COC(=O)CNC(=O)c1cccc(F)c1 (stereo unspecified)	-12	-3	3	5	-4	0	1	0
Cc1cccc[n+]1CC(=O)Nc1cccc([N+](=O)[O-])c1	-19	-8	-5	16	-8	1	0	-3
